Compound activity from PubChem.
West Nile antiviral: inhibition of WNV-induced cytopathic effect – cell-based, CPE readout (AID 1621). West Nile virus-infected cells, CPE inhibition; higher % means a stronger effect. one-dose CPE inhibition, % at 10 µM; IC50 in µM for titrated hits. 0.02% of 290,000 active; in the data active = a potency from the dose series; inconclusive = CPE inhibition mostly from about 3.7% at the one dose, without a potency; inactive = the rest, 99 in 100 with CPE inhibition below about 2.2%; also: strong numbers were not always called active
Dengue-2 NS5 capping: Dengue-2 NS5 methyltransferase inhibitors, primary screen, biochemical, confirmation dose response (AID 588689); Dengue-2 NS5 methyltransferase capping enzyme assay, biochemical; higher % means a stronger effect; inhibition, % at 25 µM; hits with a dose series show IC50 in µM; 0.3% of 340,000 active; in the data active = a potency from the dose series; inconclusive = inhibition above about 29% without an active follow-up result
K1F lysis inhibition: inhibition of K1F phage lysis, E. coli UTI89, bacterial capsule biogenesis inhibitors, alamar blue (AID 488966); E. coli UTI89 K1F phage lysis, alamar blue, 2 h; higher % means a stronger effect; one-dose inhibition, % at 100 µM; IC50 in µM for titrated hits; 0.02% of 340,000 active;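 active = phage lysis inhibition, versus mean bacterial control, above a set limit; inconclusive = no clear call, values can overlap the other calls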;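 also: capsule biogenesis inhibitors block K1F phage lysis so surviving cells raise fluorescence; higher fluorescence means more inhibition of phage lysis; actives were called in the ten point dose series up to 300 µM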
MgcRacGAP inhibition: MgcRacGAP GTPase-activating activity inhibitors, confirmation, biochemical, ADP Hunter fluorescence; MgcRacGAP-stimulated Rac1 GTP hydrolysis, ADP Hunter fluorescence; higher % means a stronger effect; GST-tagged Rac1 F28L mutant substrate; inhibition, % at 30 µM, or IC50 in µM where a hit was titrated; 0.6% of 340,000 active;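 active = first-screen hits whose inhibition reached a set limit at any dose in the follow-up dose series; inconclusive = inhibition above the set first-screen limit but never retested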;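 also: fluorescence reports GDP produced by GAP-driven GTP hydrolysis; strong numbers were not always called active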
Large T inhibition: SV40 large T antigen inhibitors, biochemical (AID 1903); SV40 large T antigen ATPase/helicase inhibition assay; higher % means a stronger effect; inhibition, % at 20 µM, or IC50 in µM where a hit was titrated; 0.39% of 310,000 active; in the data active = a potency from the dose series; inconclusive = inhibition mostly from about 32% at the one dose, without a potency; inactive = the rest, 99 in 100 with inhibition below about 32%; also: strong numbers were not always called active
AID2073: inhibitors of Mint1-CaV2.2 protein interaction, biochemical, HTRF (AID 2073) | HTRF protein-protein interaction, Mint1-CaV2.2; higher % means a stronger effect | inhibition, % at 20 µM, or IC50 in µM where a hit was titrated | 0.19% of 290,000 active; in the data active = inhibition mostly above about 51%, no sharp cut-off; inconclusive = no clear call, values can overlap the other calls; inactive = mostly below about 53%; also: some results filed as inactive read as strong as hits
RSV antiviral HEp-2: inhibition of RSV-induced cytopathic effect – HEp-2 cells, primary 10 µM value included (AID 2391) | HEp-2 cells, RSV-induced CPE inhibition; higher % means a stronger effect | CPE inhibition, % at 10 µM; hits with a dose series show IC50 in µM | 0.13% of 310,000 active; in the data active = a potency from the dose series; inconclusive = CPE inhibition mostly from about 23% at the one dose, without a potency; inactive = the rest, 99 in 100 with CPE inhibition below about 21%; also: strong numbers were not always called active
NTR1 ag: agonists of NTR1, primary screen, imaging, U2OS cells, beta-arrestin-GFP, high content (AID 493036). NTR1-U2OS beta-arrestin-GFP spot imaging, agonist mode. P30989. activation, % at 20 µM. 0.17% of 330,000 active;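 active = activation at or above 40% of the spot to cytoplasm intensity ratio, with at least 20 cells analyzed; inconclusive = wells under 20 cells, flagged as cytotoxic or low count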;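 also: 0% = DMSO without peptide and 100% = 100 nM NTR1 peptide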
Target sequence (P30989 whole entry, looked up): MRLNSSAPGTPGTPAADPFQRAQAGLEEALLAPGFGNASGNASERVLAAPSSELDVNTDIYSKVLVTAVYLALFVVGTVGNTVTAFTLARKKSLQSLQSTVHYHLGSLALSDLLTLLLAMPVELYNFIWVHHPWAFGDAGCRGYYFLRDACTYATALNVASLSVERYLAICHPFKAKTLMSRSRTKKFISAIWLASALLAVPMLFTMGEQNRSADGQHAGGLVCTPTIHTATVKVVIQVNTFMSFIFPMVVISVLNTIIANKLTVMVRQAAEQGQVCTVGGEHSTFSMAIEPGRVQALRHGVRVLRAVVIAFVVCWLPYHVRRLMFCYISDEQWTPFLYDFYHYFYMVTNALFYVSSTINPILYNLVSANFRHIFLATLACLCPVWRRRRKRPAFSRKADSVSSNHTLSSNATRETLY
Siah-1 displacement: blockers of Siah-1 interaction with plectin peptide – biochemical, fluorescence polarization, rhodamine-plectin, uHTS, primary screen (AID 1817). one-dose displacement, % at 20 µM; IC50 in µM for titrated hits. 0.02% of 290,000 active. Siah-1 / rhodamine-plectin peptide fluorescence polarization; higher % means a stronger effect;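 active = displacement of at least 50% at 20 µM, with a fluorescence ratio check between 0.3 and a set limit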;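 also: plate controls were Siah plus tracer with DMSO for no effect and tracer alone without Siah for full effect; strong numbers were not always called active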
NTR1 ag cell count 20 µM: also measured in NTR1 ag; calls as there; cell count; measured here: cell count, cytotoxicity flag
Dengue-2 NS5 capping pilot replicate: second read-out of Dengue-2 NS5 capping, no call of its own (marks repeat the call); inhibition, %; measured here: pilot screen replicate inhibition
* marks the source's active call; other numbers are inactive results; ? = inconclusive; · = not tested or not shown; [ ] = dose if it differs, or a comment.

SMILES	West Nile antiviral	Dengue-2 NS5 capping	K1F lysis inhibition	MgcRacGAP inhibition	Large T inhibition	AID2073	RSV antiviral HEp-2	NTR1 ag	NTR1 ag cell count 20 µM	Siah-1 displacement	others
O=C(NCc1nc2ccccc2[nH]1)C1=C[C@H](c2ccc(C(F)(F)F)cc2)C[C@H](OCCCCO)O1	-1.1%	-6%	0.5%	6%	12%	·	6.8%	-3.5	89	·
O=C(CCC(=O)c1ccccc1)NCc1ccccc1	0.1%	-3%	-0.2%	6%	14%	5%	4.8%	-0.4	52	-6%
COC(=O)NCC(c1ccc2c(c1)OCO2)N1CCN(c2ccc(OC)cc2)CC1 (stereo unspecified)	-1.6%	-14%	-0.2%	123µM*	35%	0%	0.1%	-0.1	63	4%
FC(F)Oc1ccccc1NC(=S)NCc1ccco1	-0.3%	-7%	0.3%	7%	5%	-6%	2.3%	-0.6	75	1%	Dengue-2 NS5 capping pilot replicate=-1.2
NC(=O)c1sc2nnc(-c3ccccc3)c(-c3ccccc3)c2c1N	0.1%	3%	-0.2%	15%	48%	-32%	·	1.2	60	8%
COc1ccc(NC(=O)Cn2c3ccccc3c3nc4n(c(=O)c32)CCS4)cc1OC	-0.6%	-1%	-0.1%	8%	10%	-1%	-0.7%	-0.3	69	-2%
COc1ccc(CCC(=O)NC(C)C)cc1	0.3%	·	0.1%	4%	2%	-1%	1.2%	2.5	39	10%
O=C(NCCc1ccccc1)c1ccccc1NC(=O)C1CCCCC1C(=O)O (stereo unspecified)	-0.5%	·	·	·	2%	-14%	-0.9%	0.1	39	-1%
CCn1cc(CNC(=O)C2C3CCC(C3)C2C(=O)O)cn1 (stereo unspecified)	·	-3%	0.9%	15%	13%	12%	2.7%	-1.5	38	-6%
Cc1nc2ccccn2c1C(=O)N/N=C/c1ccccc1	0.6%	-5%	0.2%	·	6%	-8%	0.9%	1.3	46	3%
COc1cccc(N2[C@@H](CC(=O)O)c3ccccc3S2(=O)=O)c1	0.2%	-7%	-0.1%	4%	4%	·	0.2%	3.8	62	·
CCC(=O)c1c[nH]c(C(=O)NCCCN2CCOCC2)c1	0.1%	-1%	0.1%	3%	5%	33%	0.9%	-1.3	56	2%
CCOC(=O)N1CCN(S(=O)(=O)c2ccc(C(=O)N(CCCN(C)C)c3nc4ccc(Cl)cc4s3)cc2)CC1	10%	1%	1.2%[50 µM]	7%	0%	2%	4.5%	0.7	71	-2%
Cc1cccn2c(=O)c3cc(C(=O)N4CCCC(C)C4)sc3nc12 (stereo unspecified)	-0.8%	-1%	0.1%	10%	5%	5%	3.8%	-1.8	35	-1%
CC1=C(CC(=O)O)c2cc(F)ccc2C1=Cc1ccc(S(C)(=O)=O)cc1	·	-4%	3.2%	5%	14%	·	-0.2%	-2.1	57	·
O=C1CSC(c2ccccc2[N+](=O)[O-])N1c1cccc(F)c1 (stereo unspecified)	-0.3%	0%	-0.6%	4%	4%	-14%	-0.3%	1.9	39	6%
COc1ccccc1C(=O)NNC(=O)CCCN1C(=O)/C(=C/c2cccs2)SC1=S	1.2%	6%	5.8%	2%	5%	2%	0.2%	-0.4	42	-2%
COC(=O)c1ccc(C(=O)NC(=S)Nc2nc3c(s2)CCCC3)cc1	0.2%	-1%	5.9%	6%	9%	-5%	8.6%	·	·	0%
O=[N+]([O-])c1cccnc1Oc1ccc(OCc2ccccc2)cc1	0.2%	6%	0.0%	6%	-1%	1%	1.0%	2.4	108	1%
O=C(Nc1ccc(F)cc1)c1ccc(=O)[nH]n1	-0.1%	-2%	0.1%	12%	12%	21%	3.8%	-1.0	50	3%

Part of the list above in order of length of the SMILES, low to high.
SMILES	West Nile antiviral	Dengue-2 NS5 capping	K1F lysis inhibition	MgcRacGAP inhibition	Large T inhibition	AID2073	RSV antiviral HEp-2	NTR1 ag	NTR1 ag cell count 20 µM	Siah-1 displacement	others
O=C(Nc1ccc(F)cc1)c1ccc(=O)[nH]n1	-0.1%	-2%	0.1%	12%	12%	21%	3.8%	-1.0	50	3%
CC1=C(CC(=O)O)c2cc(F)ccc2C1=Cc1ccc(S(C)(=O)=O)cc1	·	-4%	3.2%	5%	14%	·	-0.2%	-2.1	57	·
COc1ccccc1C(=O)NNC(=O)CCCN1C(=O)/C(=C/c2cccs2)SC1=S	1.2%	6%	5.8%	2%	5%	2%	0.2%	-0.4	42	-2%
CCOC(=O)N1CCN(S(=O)(=O)c2ccc(C(=O)N(CCCN(C)C)c3nc4ccc(Cl)cc4s3)cc2)CC1	10%	1%	1.2%[50 µM]	7%	0%	2%	4.5%	0.7	71	-2%

Molecules listed so far that contain an aryl methoxy group (5):
SMILES	West Nile antiviral	Dengue-2 NS5 capping	K1F lysis inhibition	MgcRacGAP inhibition	Large T inhibition	AID2073	RSV antiviral HEp-2	NTR1 ag	NTR1 ag cell count 20 µM	Siah-1 displacement	others
COC(=O)NCC(c1ccc2c(c1)OCO2)N1CCN(c2ccc(OC)cc2)CC1 (stereo unspecified)	-1.6%	-14%	-0.2%	123µM*	35%	0%	0.1%	-0.1	63	4%
COc1ccc(NC(=O)Cn2c3ccccc3c3nc4n(c(=O)c32)CCS4)cc1OC	-0.6%	-1%	-0.1%	8%	10%	-1%	-0.7%	-0.3	69	-2%
COc1ccc(CCC(=O)NC(C)C)cc1	0.3%	·	0.1%	4%	2%	-1%	1.2%	2.5	39	10%
COc1cccc(N2[C@@H](CC(=O)O)c3ccccc3S2(=O)=O)c1	0.2%	-7%	-0.1%	4%	4%	·	0.2%	3.8	62	·
COc1ccccc1C(=O)NNC(=O)CCCN1C(=O)/C(=C/c2cccs2)SC1=S	1.2%	6%	5.8%	2%	5%	2%	0.2%	-0.4	42	-2%

Going on with the list:
SMILES	West Nile antiviral	Dengue-2 NS5 capping	K1F lysis inhibition	MgcRacGAP inhibition	Large T inhibition	AID2073	RSV antiviral HEp-2	NTR1 ag	NTR1 ag cell count 20 µM	Siah-1 displacement	others
c1ccc(-c2cnn3nnnc3n2)cc1	0.7%	-2%	-0.3%	7%	4%	12%	1.4%	-0.8	58	0%
O=C(O)COCC(=O)Nc1ccc2c(c1)oc1ccccc12	-0.1%	-2%	1.8%[50 µM]	·	7%	2%	0.6%	-0.7	62	5%
O=C(CCN1CCN(C/C=C/c2ccccc2)CC1)Nc1ccccc1Cl	-0.7%	-12%	0.5%	10%	2%	-4%	0.0%	1.0	67	1%
COc1ccc(CCNCC(=O)N2C(C)CCCC2C)cc1OC (stereo unspecified)	-0.7%	-1%	-0.7%	20%	2%	-11%	2.1%	1.5	40	5%
CC(=O)Nc1ccc(Nc2cc(C)c3ccccc3n2)cc1	-1.3%	-4%	-2.4%	0%	24%	8%	15%	0.9	59	11%
CCS(=O)(=O)N1Cc2ccccc2CC1C(=O)N(C)CC(=O)Nc1cccc(F)c1 (stereo unspecified)	·	-1%	1.0%[50 µM]	10%	11%	·	0.7%	0.2	70	·
COc1cccc(N2C(=O)CN(Cc3ccccc3)C2=S)c1	-2.0%	-12%	0.3%	4%	16%	-7%	2.6%	2.1	71	6%
COc1ccc(-n2c(C)cc(C(=O)CSc3nn4c(=O)c(C(C)(C)C)nnc4s3)c2C)cc1	0.2%	4%	1.1%	8%	35%	-5%	0.3%	6.5	71	4%
O=C(CN1C(=O)NC2(CCCCC2)C1=O)Oc1ccc2c(C(F)(F)F)cc(=O)oc2c1	·	?	0.8%	5%	10%	·	1.0%	2.3	61	·
CC1CN(c2nc3ccccc3cc2-c2ccccc2)CC(C)O1 (stereo unspecified)	-0.8%	-8%	-0.5%	6%	16%	-14%	5.5%	3.1	43	5%
COc1ccc(CN2C(=NC(=O)c3ccccc3)SC3CS(=O)(=O)CC32)cc1 (stereo unspecified)	?	8%	9.0%	-3%	4%	5%	1.7%	10	54	-7%
C/C=C\C=C/C(=O)Nc1cccc(C2=NOC3(C2)C[C@@H](C(N)=O)N(C(=O)CCCCC)C3)c1 (stereo partly specified)	0.3%	-20%	2.5%	8%	26%	30%	2.2%	1.5	81	5%
O=C(Cn1nnc2ccccc21)OCC(=O)c1ccc(F)cc1	0.1%	8%	-1.2%	2%	5%	3%	2.9%	2.1	49	6%
CCn1c(Cc2ccccc2)nnc1SCC(=O)Nc1nc2ccccc2s1	-0.1%	-6%	0.5%	5%	14%	13%	0.4%	0.3	56	4%
O=C(CO/N=C/c1ccccc1OC(F)F)NC1CCCCC1	-0.8%	-4%	0.2%	10%	0%	-5%	1.7%	0.1	79	-1%
CC(Cc1cccs1)NC(=O)c1cccs1 (stereo unspecified)	1.1%	-11%	0.2%	10%	0%	19%	1.7%	0.1	82	3%
CCOC(=O)c1c(S(=O)(=O)NCC(=O)Nc2ccccc2OC)c(C)n(C)c1C	-0.4%	-2%	0.3%	10%	13%	14%	2.3%	-0.9	64	5%
O=C(NCc1ccc(Cl)cc1)C1CCCN(C(=O)c2ccc(Cl)cc2)C1 (stereo unspecified)	·	-3%	0.2%[50 µM]	7%	·	·	3.4%	1.8	71	·
COc1ccc(C)cc1-n1c(C)cc(C=O)c1C	-0.7%	-3%	0.5%	-4%	8%	-4%	-0.6%	-0.4	67	-3%
COc1ccc(C)cc1NC(=O)c1[nH]c(C)c(C(C)=O)c1C	0.1%	5%	-0.1%	0%	19%	-1%	6.0%	1.8	89	0%
Cc1cc(C(=O)OCc2nc3ccccc3s2)c(C)o1	·	-8%	0.5%	3%	19%	-2%	0.7%	0.7	40	-2%
COCCn1c(SCC(=O)NC(C)c2ccc(F)cc2)nc2ccccc21 (stereo unspecified)	-1.0%	-1%	0.1%	1%	0%	-9%	1.4%	-1.0	50	0%
CC(C)CNC(=O)c1ccc2c(c1)C(=O)N(Cc1ccco1)C2=O	-0.1%	0%	-0.7%	3%	12%	12%	-0.4%	0.6	56	2%
Cc1nn(Cc2ccccc2Cl)c2sc(C(=O)Nc3ccccc3N3CCOCC3)cc12	0.3%	0%	-0.1%	-15%	8%	20%	3.4%	5.8	74	4%
